# Compound activity (PubChem)
# PvdQ inh: P. aeruginosa PvdQ acylase inhibitors, primary screen, biochemical, fluorescence, plate reader and imaging, single point; PvdQ acylase [Pseudomonas aeruginosa LESB58]; purified PvdQ acylase; inhibition, % at 10 µM; 340,000 tested, 0.063% active; in the data active = inhibition above about 30%, passing the limit was not always enough;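 note: 0% = vehicle neutral wells and 100% = reference inhibitor wells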
# MITF act: activators of MITF-driven TRPM1 promoter reporter, primary screen, cell-based, SK-MEL-5, luciferase, single point. SK-MEL-5 TRPM1-promoter luciferase, 24 h; % of positive control, neutral wells = 0. activation, % at 12.5 µM. 300,000 tested, 0.75% active;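 active = mean activation of at least 80% with every replicate also reaching 80%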;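 note: 0% = neutral control wells and 100% = parthenolide positive control wells; values of inactives mirror those of a sister screen read the other way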
# dFosB activator: activators of delta FosB homodimer, primary screen, biochemical, fluorescence polarization, TAMRA-CDK5 oligo, single point; activation, % at 25 µM; purified delta FosB; percent of positive-control signal above neutral wells; 340,000 tested, 0.99% active;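 active = mean activation above about 17%, with every replicate also reaching it, limit read from the data, passing the limit was not always enough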;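 note: fluorescence polarization rise as delta FosB binds a TAMRA Cdk5 AP-1 oligo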
# Target sequence (P13346 whole entry, looked up): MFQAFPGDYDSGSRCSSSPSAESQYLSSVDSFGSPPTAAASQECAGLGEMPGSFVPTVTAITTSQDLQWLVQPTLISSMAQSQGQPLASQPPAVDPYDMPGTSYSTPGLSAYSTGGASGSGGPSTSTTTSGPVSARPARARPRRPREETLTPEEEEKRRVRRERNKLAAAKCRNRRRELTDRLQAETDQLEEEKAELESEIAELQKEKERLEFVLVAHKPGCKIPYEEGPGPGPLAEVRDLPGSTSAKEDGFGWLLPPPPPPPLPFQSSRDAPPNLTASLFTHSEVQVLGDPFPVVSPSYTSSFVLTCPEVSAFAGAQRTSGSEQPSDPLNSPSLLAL
# Wnt bcat act: Wnt/beta-catenin pathway activators, primary screen, cell-based, plate reader, single point. Wnt/beta-catenin reporter cell assay, activator. 300,000 tested, 1.2% active. activation, % at 9.35 µM; in the data active = activation above about 30%, passing the limit was not always enough;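 note: 0% = neutral control wells and 100% = positive control wells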
# SR-BI DiI inh: inhibitors of SR-BI mediated HDL lipid uptake, primary screen, ldlA[mSR-BI] cells, fluorescence, single point; 320,000 tested, 0.96% active; Scavenger receptor class B member 1 (Mus musculus), Q61009; ldlA[mSR-BI] CHO cells, DiI-HDL uptake fluorescence, 3 h; AID 488896, 2010; inhibition, % at 12.5 µM;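 active = mean replicate inhibition of at least 70% and a set share of replicates each scoring 70 or more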;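 note: 0% = median of neutral control wells and 100% = median of positive control wells; values of inactives mirror those of a sister screen read the other way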
# NSD2 HMT inh: NSD2 histone methyltransferase inhibitors, primary screen, biochemical, AlphaScreen, single concentration, set 2; NSD2 peptide methylation, 120 min; inhibition, % at 12.5 µM; 310,000 tested, 0.54% active; AID 743445, 2014; in the data active = inhibition above about 50%
# CDK5 inh: inhibitors of human CDK5/p35 kinase, primary screen, biochemical, single concentration. Cyclin-dependent kinase 5 (Homo sapiens) + Cyclin-dependent kinase 5 activator 1 (Homo …. Recombinant CDK5/p35, ADP-Glo luminescence, 60 min. inhibition, % at 10 µM. 330,000 tested, 0.01% active. AID 488839, 2010;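 active = highest replicate inhibition of at least 50% and at least 75% of replicates reaching 50%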;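 note: plate controls were DMSO neutral control for no effect and GW8510 at 10 µM for full effect; many of its hits are not listed in these tables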
# V-ATPase pH: regulators of yeast V-ATPase proton pumping, primary screen, pHLuorin cytosolic pH fluorescence | S. cerevisiae | response, % at 10 µM | 350,000 tested, 0.37% active | AID 504577, 2011; in the data active = response mostly above about 7.3%, no sharp cut-off; inactive = mostly below about 5.4%; note: actives read high; inactives centre near 0; some compounds called inactive have numbers as strong as hits; reference of the scale not given here
# HTR5A ag ctr: HTR5A agonists in luminescence cell assay, primary screen, counter-screen for OPRM1-OPRD1 heterodimer agonist project, full-deck HTS | 5-hydroxytryptamine receptor 5A (Homo sapiens), P47898 | cell-based | activation, % at 9.3 µM | 340,000 tested, 0.61% active | AID 504692, 2011; in the data active = activation mostly above about 9.5%, no sharp cut-off; inactive = mostly below about 7.6%;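 note: 0% = cells with vehicle only and 100% = reference agonist; strong numbers were not always called active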
# Target sequence (P47898 whole entry, looked up): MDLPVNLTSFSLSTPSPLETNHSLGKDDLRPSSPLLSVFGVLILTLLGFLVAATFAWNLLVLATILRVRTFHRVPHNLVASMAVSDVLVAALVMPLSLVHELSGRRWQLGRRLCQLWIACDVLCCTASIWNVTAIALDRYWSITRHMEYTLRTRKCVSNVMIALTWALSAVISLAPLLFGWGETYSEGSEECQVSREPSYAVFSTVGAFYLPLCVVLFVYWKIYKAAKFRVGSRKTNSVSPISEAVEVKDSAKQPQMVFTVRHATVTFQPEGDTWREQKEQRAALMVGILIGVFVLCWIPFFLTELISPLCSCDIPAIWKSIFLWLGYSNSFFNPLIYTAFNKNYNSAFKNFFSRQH
# HTR5A inv ag: HTR5A inverse agonists in luminescence cell assay, primary screen, counter-screen for OPRM1-OPRD1 heterodimer inverse agonist project, full-deck HTS. AID 504634, 2011. inhibition, % at 9.3 µM. HTR5A cell line, inverse agonism. 340,000 tested, 0.083% active; in the data active = inhibition mostly above about 23%, no sharp cut-off; inactive = mostly below about 18%;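 note: 0% = cells with DMSO and 100% = no-cell wells with DMSO; some compounds called inactive have numbers as strong as hits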
# * marks the source's active call; other numbers are inactive results; x = no result given; & = joins results of further samples. Rows were taken by chance. Share with any hit: about 5%.
SMILES,PvdQ inh,MITF act,dFosB activator,Wnt bcat act,SR-BI DiI inh,NSD2 HMT inh,CDK5 inh,V-ATPase pH,HTR5A ag ctr,HTR5A inv ag
CCOC(=O)c1c(S(=O)(=O)NCC(=O)Nc2ccccc2OC)c(C)n(C)c1C,4,-3,6,-2,7,-1,-0.7,-5,-1,19
Cn1cnc([N+](=O)[O-])c1SCCO,-3,x,-1,-1,10,3,-0.6,-2,-3,5
Cc1ccc(NC(=S)C2=C(O)c3ccccc3N(C)S2(=O)=O)cc1,2,x,0,5,1,-3,-0.3,3,-1,-9
CC1(C)CC(=O)C2=C(C1)OC(N)=C(C#N)C21C(=O)N(CN2CCOCC2)c2ccccc21 (centres undefined),-12,7,-3,x,1,15,-0.1,0,-1,10
COc1ccc(C(=O)OCC(=O)NCC2CCCO2)cc1S(=O)(=O)N1CCCc2ccccc21 (centres undefined),-6,-12,-3,-1,11,-2,0.2,1,1,-3
COc1ccc2c(c1)C(=O)c1ccccc1CO2,3,67,4,x,5,1,-1.1,1,4,-10
COc1ccc(-c2[nH]ncc2CNCC(C)(C)N2CCOCC2)cc1F,-2,1,1,0,-11,-1,-0.6,2,1,-19
CCOC(=O)C1(CCCc2ccccc2)CCN(CC(O)CO)CC1 (centres undefined),-15,-10,-1,x,-1,-3,-5.7,-1,-2,-6
O=S(=O)(Nc1ccc(N2CCCCC2)cc1)c1cccc2cccnc12,-5,-2,-9,x,8,18,1.1,1,-1,3
CCN(CC)CCNCc1ccc(-c2ccc(Cl)cc2)o1,-4,9,4,0,-7,6,0.8,4,0,2
COCCn1cnc2c(c1=O)c1nc3ccccc3nc1n2/N=C/c1ccc(OC)c(OC)c1,-16,x,-43,28,-31,14,-1.6,-2,1,-3
Cc1cc(N2C(=O)CC(Cc3ccccc3)C2=O)no1 (centres undefined),-10,8,7,x,-29,1,-1.0,-2,-3,-13
CCc1noc(C)c1C(=O)Nc1sc(C(=O)N(C)C)c(C)c1C(=O)OC,-8,x,-8,x,15,-1,-0.6,2,-4,16
COc1cc2ccccc2cc1C(=O)OCC(=O)N(C)c1c(N)n(Cc2ccccc2)c(=O)[nH]c1=O,-9,-9,-16,-2,40,-3,0.7,-3,4,6
COCCOC(=O)c1c(C)oc2cc(Br)c(OCC(N)=O)cc12,0,8,-11,-3,15,-3,0.4,-2,-1,26
Cc1noc(C)c1C(=O)N(CC(=O)Nc1ccc(Cl)c(C(F)(F)F)c1)Cc1ccco1,-8,-4,-21,3,-3,1,-0.5,-3,0,-2
CN(C(=O)COC(=O)c1ccccc1SCC(=O)N1CCCC1)C1CCS(=O)(=O)C1 (centres undefined),0,11,3,-2,-51,-3,2.9,2,-2,3
CC(=O)c1sc(NC(=O)C(C)(C)C)nc1C,-5,-1,-4,x,-19,-1,-0.2,-1,0,-1
CCOC(=O)c1c(C)[nH]c(C(=O)CSc2nnnn2-c2ccc(C)cc2)c1C,-8,0,1,-3,-1,0,-0.3,-3,0,2
Cc1cccc(NC(=S)NCCc2ccc3c(c2)OCCO3)c1C,4,-10,-4,1,22,x,1.5,-2,-2,7
Cc1ccc2nc(CSc3nnc4ccccn34)cc(=O)n2c1,-6,25,0,2,-15,-1,-0.2,-1,2,-5
CC(CNC1CCCCC1)OC(=O)c1ccc([N+](=O)[O-])cc1 (centres undefined),-14,4,7,-4,-15,0,-1.8,-2,4,-14
CC12CN3CC(C)(CN(C1)C3c1c[nH]c3ccccc13)C2=O (centres undefined),-8,26,-1,0,-18,1,0.1,-3,1,26
O=C(CN1CC(=O)Oc2ccccc21)OCC(=O)c1ccc(Br)cc1,-14,-21,-5,x,5,5,0.1,-1,-3,2
CCCCNC(c1ccccc1)c1ccncc1 (centres undefined),-2,1,-2,-1,-13,0,1.8,1,-4,1
CCCCn1c(SCC2CCCO2)nc2cc(S(N)(=O)=O)ccc21 (centres undefined),-14,-8,-10,x,-10,1,1.7,0,-3,-7
N#CC1(N2CCN(C(=O)c3ccccc3)CC2)CCCCC1,-11,x,1,-1,-14,-2,0.3,1,1,-5
Cc1cc(S(=O)(=O)NCC(c2ccccc2)c2ccccc2)ccc1-n1cnnn1,0,8,-6,x,-4,-3,-1.2,9,6,-30
CNC(=O)COC(=O)c1ccccc1NC(=O)c1ccco1,-6,-9,-15,3,x,0,-2.2,4,4,-20
Cc1cc(N/N=C/c2ccncc2)nc2ccccc12,6,60,-2,9,-3,1,2.5,3,-6,14
COc1cc(OC)c(NC(=O)c2csc(C)c2)cc1Cl,-13,-11,3,2,28,-1,-1.8,4,1,-2
O=c1[nH]c(CSc2ccccn2)nc2ccccc12,-8,59,-15,31*,5,1,1.8,0,-2,5
O=C(COC(=O)c1cc([N+](=O)[O-])ccc1NCc1ccccc1)NC1CCCc2ccccc21 (centres undefined),2,1,3,-7&2,67,-7,1.3,-1,0,-6
CN=c1scc(-c2ccc(F)cc2)n1/N=C/c1ccc(O)c(O)c1,-7,-68,1,-8,78*,x,-4.1,1,9,-24
O=[N+]([O-])c1ccc(-c2nc(C(Cl)Cl)c3ccccc3n2)cc1,-6,x,-5,-2,-5,-1,-0.9,2,-2,-4
CCOC(=O)C(C)n1cnc2c(nnn2Cc2ccc(Cl)cc2)c1=O (centres undefined),3,-1,-6,x,-21,-2,-0.1,6,-1,36
CCCCNC(=O)COC(=O)c1cc(S(=O)(=O)N2CCCCCC2)ccc1OC,-6,x,-6,x,-14,13,-0.1,-2,0,-40
Cc1ccc(CN2CCNC2=O)cc1,-7,0,-2,-2,-2,1,-1.5,2,0,22
CCCCn1c(=O)[nH]c(=O)c2c(C(=O)OCC)cc(-c3ccc(OC(F)F)cc3)nc21,-2,14,-3,-9,52,1,-1.6,2,-6,16
O=C(COc1ccc(Br)cc1)N(Cc1cccs1)C1CCS(=O)(=O)C1 (centres undefined),1,0,-7,0,11,-2,-2.7,-1,-2,8
Cc1ccc(-c2nnc3ccc(SCC(=O)N4CCc5ccccc54)nn23)cc1,10,x,-18,4,-2,x,-0.2,3,1,-2
O=C(OCC(=O)N1CCOCC1)c1ccc[nH]c1=O,-2,x,5,0,-40,-4,0.6,-2,0,0
Cc1cc(C)cc(Nc2ncc3c(n2)CC(c2ccco2)CC3=O)c1 (centres undefined),-8,19,-15,6,9,6,2.3,5,4,11
CN=C(Nc1ccccc1OC)SC1CC(=O)N(c2ccc(C(=O)OC)cc2)C1=O (centres undefined),3,-21,6,x,9,0,-0.5,-4,-8,18
COc1ccc(CCN2CC(C(=O)NCCc3ccc(F)cc3)CCC2=O)cc1 (centres undefined),-7,-6,-4,0,8,-2,-0.7,2,-2,15
CC(=O)c1ccc(S(=O)(=O)N2CCCc3ccccc32)cc1,-12,x,-4,-1,21,-3,-0.6,-1,-3,11
N#CCSc1nnc(-c2ccccc2)c(-c2ccccc2)n1,2,-3,-1,x,3,8,-0.7,1,4,-29
[O-][N+](=Cc1ccccc1)c1ccc(Cl)cc1,9,71,4,38*,3,-3,1.0,-2,0,-1
O=C(CCC(=O)Nc1ccccc1)N/N=C/C=C/c1ccccc1,-5,10,-13,1,16,0,1.2,2,x,x
O=C(NCCO)c1ccccc1O,-8,2,2,-6,-14,0,-0.4,-1,0,-13
Cc1nn(-c2ccccc2)c(N)c1C(O)(CSc1nccn1C)C(F)(F)F (centres undefined),-7,x,5,4,4,x,-2.2,-4,3,-9
Cn1c(NCc2cccs2)nc2ccccc21,-11,32,-9,x,21,-1,1.3,-2,3,-10
CC1C/C(=N\NC(=S)NCc2ccccc2)CC(C)(C)C1 (centres undefined),-12,-2,-13,x,6,0,-2.5,6,1,-2
O=c1c2cc(Cl)ccc2nc(-c2ccccc2)n1O,-17,-8,4,x,-8,-7,-0.6,-1,0,-9
CCCCCCNCc1cccc(Br)c1,20,-1,-2,x,-38,-1,1.5,1,5,-3
Cc1ccc(N2C(=O)CN(Cc3ccccc3)C2=S)cc1C,-14,-9,-12,-1,x,-2,1.0,6,1,-3
CSc1ccc(-c2nnn(Cc3ccc(Br)cc3)n2)cc1,-14,x,-2,2,12,-4,0.6,1,-3,-1
COc1ccc(C[C@](C)(N)C(=O)O)cc1OC,-10,3,-2,1,1,x,-0.4,-3,6,-18
COC(=O)CNC(=O)C(C)(C)Oc1ccc(Cl)cc1,0,2,1,-4,-13,7,0.1,0,-2,-25
O=C(CCC1CCN(C(=O)c2cncs2)CC1)Nc1ccccc1,4,-3,-1,2,-20,0,1.0,-5,4,6
# Next entries follow:
SMILES,PvdQ inh,MITF act,dFosB activator,Wnt bcat act,SR-BI DiI inh,NSD2 HMT inh,CDK5 inh,V-ATPase pH,HTR5A ag ctr,HTR5A inv ag
Nc1c(C(=O)NCc2ccc3c(c2)OCO3)nnn1CC(=O)Nc1ccc(Br)cc1,-15,-21,51*,1,11,-10,0.9,-5,1,-1
COc1cc(C2Nc3ccc4ccccc4c3C3=C2C(=O)CC(C)(C)C3)ccc1OCC(=O)O (centres undefined),-24,-10,-4,-1,5,-1,0.1,-1,0,1
O=C(CSc1nccc(-c2cccs2)n1)Nc1cccc(Cl)c1,-10,x,-17,0,-7,-2,-0.2,-2,x,x
Cc1c(Cl)cccc1-n1nnnc1-c1cccs1,1,x,5,0,3,-12,0.5,-2,0,-28
CN(CC(=O)Nc1cccc(F)c1)C(=O)c1ccc(N2CCCCC2)c([N+](=O)[O-])c1,-5,3,-6,8,14,3,-0.6,-3,0,11
N#Cc1ccc(S(=O)(=O)NCCc2ccncc2)cc1,-11,x,6,0,-7,4,-0.9,1,0,0
O=C(Nc1ccccc1)OCCN1CCN(Cc2ccccc2)CCC1=O,-8,11,-1,-3,12,x,1.1,-5,3,0
COc1ccccc1NS(=O)(=O)c1cccc(C(=O)N/N=C/c2ccc(NC(C)=O)cc2)c1,-2,5,29*,-1,x,-1,1.9,4,-5,-8
CCc1c(O)nc(N2CCN(Cc3ccccc3)CC2)[nH]c1=O,-6,-2,-2,0,-8,-1,-4.9,-2,3,-7
CCCCNc1ncnc2c1cnn2-c1ccc(Cl)cc1,-11,71,-3,16,15,x,-0.9,1,-1,4
COc1ccc(/C=N/NS(=O)(=O)c2ccc(C)cc2)cc1,16,6,-3,-2,-10,1,2.4,-2,0,0

# Single records, as listed above. Screens in order: PvdQ inh | MITF act | dFosB activator | Wnt bcat act | SR-BI DiI inh | NSD2 HMT inh | CDK5 inh | V-ATPase pH | HTR5A ag ctr | HTR5A inv ag
# CCCCNc1ncnc2c1cnn2-c1ccc(Cl)cc1 across the screens: -11 | 71 | -3 | 16 | 15 | x | -0.9 | 1 | -1 | 4
# O=C(Nc1ccccc1)OCCN1CCN(Cc2ccccc2)CCC1=O across the screens: -8 | 11 | -1 | -3 | 12 | x | 1.1 | -5 | 3 | 0
# CCc1c(O)nc(N2CCN(Cc3ccccc3)CC2)[nH]c1=O across the screens: -6 | -2 | -2 | 0 | -8 | -1 | -4.9 | -2 | 3 | -7
# COc1ccccc1NS(=O)(=O)c1cccc(C(=O)N/N=C/c2ccc(NC(C)=O)cc2)c1 across the screens: -2 | 5 | 29* | -1 | x | -1 | 1.9 | 4 | -5 | -8
